GSTO1 inh: GSTO1 inhibition, counter-screen for RBBP9 inhibitors | P78417 | recombinant GSTO1, activity-based probe fluorescence polarization | inhibition, % at 5.96 µM | 300,000 tested, 1.1% active;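 active = inhibition above the campaign mean inhibition plus 3 SD, cut at about 35% in these data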;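 note: 0% = GSTO1-1 with DMSO and 100% = wells lacking GSTO1-1 enzyme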
PREPL inh: human PREPL enzyme inhibition; Q4J6C6; recombinant PREPL, fluorescence polarization activity-based probe; inhibition, % at 5.96 µM; 320,000 tested, 0.68% active; AID 2751; in the data active = inhibition above about 43%;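 note: 0% = enzyme with DMSO and 100% = wells lacking enzyme; many of its hits are not listed in these tables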
Target sequence (Q4J6C6 whole entry, looked up): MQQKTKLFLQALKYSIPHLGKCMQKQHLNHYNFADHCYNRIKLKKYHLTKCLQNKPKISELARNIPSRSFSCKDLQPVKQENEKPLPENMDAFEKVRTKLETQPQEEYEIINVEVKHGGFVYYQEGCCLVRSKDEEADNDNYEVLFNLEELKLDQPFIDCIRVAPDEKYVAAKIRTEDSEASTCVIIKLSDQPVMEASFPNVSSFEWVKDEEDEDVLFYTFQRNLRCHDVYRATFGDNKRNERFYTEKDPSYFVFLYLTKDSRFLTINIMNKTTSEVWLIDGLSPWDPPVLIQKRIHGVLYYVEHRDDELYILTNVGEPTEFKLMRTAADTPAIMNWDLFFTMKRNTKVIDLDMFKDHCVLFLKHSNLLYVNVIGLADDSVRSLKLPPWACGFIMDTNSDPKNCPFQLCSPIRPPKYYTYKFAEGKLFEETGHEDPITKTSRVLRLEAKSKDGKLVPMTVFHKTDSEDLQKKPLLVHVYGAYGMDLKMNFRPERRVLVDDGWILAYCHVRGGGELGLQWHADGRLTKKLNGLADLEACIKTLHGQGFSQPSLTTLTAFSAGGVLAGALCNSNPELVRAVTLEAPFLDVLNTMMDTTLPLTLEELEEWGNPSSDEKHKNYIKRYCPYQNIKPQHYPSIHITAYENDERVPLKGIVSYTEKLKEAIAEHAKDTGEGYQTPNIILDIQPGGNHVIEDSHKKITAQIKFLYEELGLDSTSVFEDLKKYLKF
pPAFAH inh: inhibitors of human plasma PAF acetylhydrolase (pPAFAH) | Q13093 | recombinant pPAFAH, FP-rhodamine probe fluorescence polarization | inhibition, % at 3.39 µM | 330,000 tested, 1.5% active | AID 463082;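 active = inhibition above the mean inhibition across the screen plus 3 SD, cut at about 25% in these data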;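 note: inhibitors block binding of the rhodamine activity-based probe so polarization drops; 0% = enzyme with DMSO and 100% = wells lacking pPAFAH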
PAFAH1B2 inh: PAFAH1B2 (human) inhibition; P68402; recombinant PAFAH1B2, FP-rhodamine activity probe, fluorescence polarization; inhibition, % at 3.39 µM; 340,000 tested, 1.2% active; AID 492953;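 active = inhibition above the mean of all tested compounds plus 3 SD, cut at about 24% in these data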;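 note: 0% = enzyme with DMSO and 100% = wells lacking PAFAH1B2; many of its hits are not listed in these tables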
Target sequence (P68402 whole entry, looked up): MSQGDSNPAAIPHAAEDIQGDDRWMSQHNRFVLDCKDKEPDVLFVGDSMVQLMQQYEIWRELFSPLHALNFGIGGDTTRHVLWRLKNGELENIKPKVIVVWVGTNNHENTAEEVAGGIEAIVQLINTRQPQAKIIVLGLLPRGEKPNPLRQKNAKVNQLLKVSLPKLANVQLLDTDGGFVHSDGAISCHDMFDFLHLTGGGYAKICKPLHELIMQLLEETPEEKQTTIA
PAFAH1B3 FP inh: inhibitors of human PAFAH1B3 | Q15102 | recombinant PAFAH1B3, FP-rhodamine probe, fluorescence polarization | inhibition, % at 3.39 µM | 340,000 tested, 0.28% active;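 active = inhibition above the screen-wide average of all tested compounds plus 3 SD, cut at about 25% in these data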;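 note: 0% = enzyme with DMSO only and 100% = wells lacking PAFAH1B3 protein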
LYPLA1 inh: counter-screen for PME1 inhibitors: inhibitors of human LYPLA1; recombinant LYPLA1, FP-Rh probe fluorescence polarization; AID 2174; 320,000 tested, 0.16% active; inhibition, % at 5.9 µM;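 active = inhibition above the mean of all tested compounds plus 3 SD, set per campaign, cut at about 14% in these data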;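 note: inhibitors block serine hydrolase probe labeling of LYPLA1 so polarization falls; 0% = enzyme with DMSO and 100% = wells lacking LYPLA1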
PAFAH2 FP inh: PAFAH2 (human) inhibition; Q99487; recombinant PAFAH2, FP-rhodamine activity probe, fluorescence polarization; inhibition, % at 3.39 µM; 340,000 tested, 0.99% active;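 active = inhibition above the mean over all tested compounds plus 3 SD, cut at about 30% in these data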;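 note: inhibitors block probe labeling of enzyme so polarization drops; 0% = enzyme with DMSO and 100% = wells lacking PAFAH2 protein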
PAD4 inh: inhibitors of human PAD4. inhibition, % at 6.36 µM. 330,000 tested, 0.41% active. Q9UM07. recombinant PAD4, RCA probe fluorescence polarization. AID 485272;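 active = percent inhibition above a cutoff equal to the mean of all tested compounds plus 3 SD, cut at about 15% in these data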;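 note: 0% = PAD4 with RCA probe and DMSO and 100% = probe without PAD4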
LYPLA2 inh: counter-screen for PME1 inhibitors: inhibitors of human LYPLA2; recombinant LYPLA2, FP-Rh probe fluorescence polarization; AID 2177; 320,000 tested, 0.38% active; O95372; inhibition, % at 5.9 µM;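 active = inhibition above the screen-wide mean plus 3 SD, limit set per campaign, cut at about 26% in these data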;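 note: 0% = LYPLA2 with DMSO and 100% = wells lacking LYPLA2 enzyme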
An asterisk follows results filed as active; · = not tested or not shown. Some of the compounds tested (hit frequency here may not be typical).

[1] COc1ccc2c(c1)[nH]c1c(=O)n(CCCN3CCOCC3)cnc12
[2] FC(F)(F)c1cnc(-n2cc[nH]c2=S)c(Cl)c1
[3] CN(CCOc1ccc(Cl)cc1)C(=O)c1cc(-c2ccco2)nc2ccccc12
[4] O=C(CSc1ccccc1F)NCCN1C(=O)CSC1=O
[5] CCSc1nnc(-c2ccc(C)cc2)c2ccccc12
[6] CCCNC(=O)[C@@H]1CCCN1C(=O)[C@@H]1Cc2ccccc2CN1
[7] COc1ccc([C@H]2CC(=O)C=C(c3cc(Cl)ccc3OC)C2)cc1
[8] CC1C(=O)Nc2ccc(S(=O)(=O)N3CCN(c4cccc(Cl)c4)CC3)cc2NC1=O (centres undefined)
[9] Cc1onc(-c2ccccc2Cl)c1C(=O)Nc1cccc2nsnc12
[10] COc1cccc(CNC(=O)COC(=O)c2nn(C)c(=O)c3ccccc23)c1
Compound,1,2,3,4,5,6,7,8,9,10
GSTO1 inh,5,7,-9,·,-3,3,·,4,-4,·
PREPL inh,1,-6,-20,10,4,-7,-3,-10,5,-1
pPAFAH inh,-1,4,26*,1,6,4,5,3,-3,2
PAFAH1B2 inh,1,-2,11,3,0,1,2,-2,5,11
PAFAH1B3 FP inh,-3,-2,2,2,12,4,-3,5,1,11
LYPLA1 inh,1,-1,0,·,0,-5,1,-1,0,·
PAFAH2 FP inh,6,7,7,3,-1,8,5,2,1,6
PAD4 inh,-1,-1,2,-5,1,-3,-1,-1,-1,-3
LYPLA2 inh,5,-2,11,·,3,0,5,-5,3,·

Ordered by the number under PAFAH1B2 inh (highest first): some entries from above.
# | Molecule | PREPL inh | pPAFAH inh | PAFAH1B2 inh | PAFAH1B3 FP inh | PAFAH2 FP inh | PAD4 inh
9 | Cc1onc(-c2ccccc2Cl)c1C(=O)Nc1cccc2nsnc12 | 5 | -3 | 5 | 1 | 1 | -1
5 | CCSc1nnc(-c2ccc(C)cc2)c2ccccc12 | 4 | 6 | 0 | 12 | -1 | 1
8 | CC1C(=O)Nc2ccc(S(=O)(=O)N3CCN(c4cccc(Cl)c4)CC3)cc2NC1=O (centres undefined) | -10 | 3 | -2 | 5 | 2 | -1

(next part)
[11] CCOC(=O)[C@@H]1[C@H]2COc3ccc(Br)cc3[C@@H]2N2C(=O)N(c3ccc(C(F)(F)F)cc3)C(=O)[C@@]12C
[12] O=C(O)CCCC(=O)Nc1nc(-c2ccccc2)cs1
[13] CC1CCc2c(sc(NC(=O)COC(=O)c3ccc(O)cc3)c2C#N)C1 (centres undefined)
[14] O=C(NCCc1ccc(Cl)cc1)C1CCC(=O)N1C1CCCC1 (centres undefined)
[15] Cc1sc(NC(=O)C2=COCCO2)c(C#N)c1C
[16] COc1cccc(CNC(=O)c2cc(C)nc3ccccc23)c1
[17] Cc1ccc(NC(=O)CCc2ccc(S(=O)(=O)N3CCOCC3)cc2)c(O)c1
[18] COc1cccc(C(=O)Nc2ccc(S(=O)(=O)N3CCN(C)CC3)cc2)c1
[19] O=C(COC(=O)Cc1ccsc1)NNC(=O)c1ccccc1
[20] CCCc1nc2ccccc2c(C(=O)OCC(=O)c2ccc3c(c2)NC(=O)CO3)c1CC
Compound,11,12,13,14,15,16,17,18,19,20
GSTO1 inh,-1,6,-18,1,0,4,·,-2,·,1
PREPL inh,-60,3,4,18,-7,2,-1,-1,14,-1
pPAFAH inh,2,1,20,-2,3,3,2,4,26*,1
PAFAH1B2 inh,0,2,9,56*,6,2,5,-2,3,0
PAFAH1B3 FP inh,2,5,-4,5,9,6,4,5,3,-1
LYPLA1 inh,-6,0,-11,3,-2,3,·,3,·,-8
PAFAH2 FP inh,-5,-1,20,3,-1,3,4,2,-3,2
PAD4 inh,0,-7,-11,-1,0,0,-1,-1,2,-4
LYPLA2 inh,-5,5,-11,1,0,0,·,5,·,0

Grouped by structure: the entries above containing a CF3 group (2)
[2] FC(F)(F)c1cnc(-n2cc[nH]c2=S)c(Cl)c1
[11] CCOC(=O)[C@@H]1[C@H]2COc3ccc(Br)cc3[C@@H]2N2C(=O)N(c3ccc(C(F)(F)F)cc3)C(=O)[C@@]12C
Compound,2,11
GSTO1 inh,7,-1
PREPL inh,-6,-60
pPAFAH inh,4,2
PAFAH1B2 inh,-2,0
PAFAH1B3 FP inh,-2,2
LYPLA1 inh,-1,-6
PAFAH2 FP inh,7,-5
PAD4 inh,-1,0
LYPLA2 inh,-2,-5

(further entries)
[21] CC1CC(C)CN(CCCNC(=O)c2cn(C)c3ccc(S(=O)(=O)N4CCCC4)cc3c2=O)C1 (centres undefined)
[22] COc1ccc(C(C(O)C(=O)c2c[nH]c3ccccc23)N2CCN(c3ccccc3)CC2)cc1 (centres undefined)
[23] CCOc1ccc(S(=O)(=O)N=C(c2ccccc2)N2CCOCC2)cc1
[24] COc1ccc(NC(=O)c2cc(CC(C)C)nc3ccccc23)cc1
[25] O=C1C=C(NCc2ccco2)CC(c2ccc(Cl)cc2)C1 (centres undefined)
[26] COC(=O)c1sccc1NC(=O)COc1ccccc1Cl
[27] Cc1cnc(C(=O)N2CCN(c3ccc(C(F)(F)F)cn3)CC2)cn1
[28] COc1ccc(C(=O)NC(=S)N2CCOCC2)cc1[N+](=O)[O-]
[29] Cc1ccc(CN2CCN(C(=O)CCc3ccccc3)CC2)cc1
[30] Cn1cc(CN2CCC(n3nccc3NC(=O)Cc3ccccc3)CC2)cn1
Compound,21,22,23,24,25,26,27,28,29,30
GSTO1 inh,15,2,·,0,-1,-2,2,0,5,4
PREPL inh,13,5,26,5,2,1,3,9,12,0
pPAFAH inh,5,-3,2,-3,6,-8,10,1,-4,1
PAFAH1B2 inh,0,6,2,0,1,5,3,3,9,-2
PAFAH1B3 FP inh,-3,4,7,-3,6,7,10,6,7,6
LYPLA1 inh,3,-2,·,-3,-3,-6,3,3,3,1
PAFAH2 FP inh,-4,-5,1,11,7,4,6,-5,0,2
PAD4 inh,-4,0,-2,-5,-1,-13,-3,-5,1,9
LYPLA2 inh,6,1,·,-4,-2,-1,4,-2,10,5

[31] COc1ccccc1N1CCN(c2ccc3cc(S(=O)(=O)N4CCCCC4)ccc3n2)CC1
[32] O=C(/C=C/c1ccc2c(c1)OCO2)NCc1ccc(F)cc1
[33] Cc1ccc(-c2nc(SCC(=O)NCC3CCCO3)c(-c3ccc(C)cc3)[nH]2)cc1 (centres undefined)
[34] COC(=O)NCC(C)OC(=O)Nc1ccc(Cl)cc1 (centres undefined)
[35] CCOC(=O)Nc1sc2c(c1C(=O)OCC)CCC2
[36] COc1ccc(-c2nc(CS(=O)CC(=O)NCc3ccc(F)cc3)c(C)o2)cc1 (centres undefined)
[37] C=CCn1c(SCC(=O)Nc2ccc(Br)cc2)nc(O)c(CC)c1=O
[38] O=C(Nc1cccc(S(=O)(=O)N2CCCCC2)c1)c1ccc(S(=O)(=O)C(F)F)cc1
[39] O=C(/C=C\Nc1ccc2c(c1)OCO2)c1ccc(Cl)s1
[40] C=C(C)C1Cc2c(C)nn(-c3ccccn3)c2C1 (centres undefined)
Compound,31,32,33,34,35,36,37,38,39,40
GSTO1 inh,14,-1,7,-2,8,10,9,-7,3,-1
PREPL inh,17,3,17,1,17,-15,13,-2,-1,-8
pPAFAH inh,2,-3,0,3,1,0,-5,-2,2,4
PAFAH1B2 inh,4,3,3,-2,2,-4,1,0,5,2
PAFAH1B3 FP inh,6,1,3,-3,3,0,7,-3,13,5
LYPLA1 inh,4,-3,-1,-4,0,-1,-2,-10,-3,-2
PAFAH2 FP inh,2,4,3,-4,-1,10,-2,-4,-8,2
PAD4 inh,-1,0,-1,4,-9,0,3,-6,-1,-2
LYPLA2 inh,8,-4,3,-6,5,2,5,3,0,2

[41] O=C(CN1C(=O)NC(CCc2ccccc2)C1=O)N1CCCCCC1 (centres undefined)
[42] COc1ccc2sc(SCCCS(=O)(=O)O)[n+](CCCS(=O)(=O)[O-])c2c1
[43] O=C(C[n+]1cccc(/C=N/O)c1)N1CCCCCC1
[44] CC(C)CC(=O)N1CCN(C(=O)c2cccc(F)c2)CC1
[45] O=C(COC(=O)c1cnccn1)Nc1cc(S(=O)(=O)N2CCOCC2)ccc1Cl
[46] N=C1C(c2ccccc2)=C(O)CN1c1cccc(S(N)(=O)=O)c1
[47] COc1cccc(NC(=O)COc2ccccc2C(N)=O)c1
[48] Cc1ccc(NC(=O)c2nc[nH]c2C(=O)N2CCOCC2)c(C(=O)c2ccccc2)c1
[49] Nc1ccn(CC(=O)NCc2ccccc2)c(=O)n1
[50] O=C(c1ccccc1)c1cc([N+](=O)[O-])ccc1N1CCCC1
Compound,41,42,43,44,45,46,47,48,49,50
GSTO1 inh,·,-4,2,2,·,-2,5,2,·,-2
PREPL inh,13,-2,6,5,-1,7,9,13,13,1
pPAFAH inh,3,-4,-3,2,-1,6,3,0,-2,0
PAFAH1B2 inh,7,-2,1,-2,6,-1,4,2,-5,2
PAFAH1B3 FP inh,2,2,9,-5,3,-2,3,0,4,6
LYPLA1 inh,·,4,-1,0,·,2,-5,2,-1,2
PAFAH2 FP inh,-8,-12,3,-9,-4,1,2,4,0,2
PAD4 inh,-3,-1,-6,-4,-2,1,3,2,1,-3
LYPLA2 inh,·,-5,-2,0,·,3,1,2,-4,4

[51] O=C(NC12CC3CC(CC(C3)C1)C2)N1CCC(O)CC1
[52] O=C(CSc1nnnn1-c1ccccc1)NCC1(N2CCCCC2)CCCCC1
[53] Cc1cccc(Nc2c(F)c(F)c(F)c(F)c2C(=O)O)c1
[54] c1cncc(-c2ccc3ncnc(NCc4ccc5c(c4)OCO5)c3c2)c1
[55] COc1cc(O)c(C(CC(=O)N2CCN(c3ccccc3)CC2)c2ccc(N(C)C)cc2)c(OC)c1 (centres undefined)
[56] C=CCC(C(=O)OC)(C(=O)OC)c1ccc([N+](=O)[O-])cc1[N+](=O)[O-]
[57] S=c1[nH]nc(-c2ccccc2Cl)n1CC1CCCO1 (centres undefined)
Compound,51,52,53,54,55,56,57
GSTO1 inh,-3,·,2,·,6,3,12
PREPL inh,10,7,0,-5,54*,1,3
pPAFAH inh,1,0,4,7,12,2,0
PAFAH1B2 inh,10,2,6,8,9,6,6
PAFAH1B3 FP inh,-2,-3,3,20,1,6,2
LYPLA1 inh,2,-3,-4,·,-2,0,3
PAFAH2 FP inh,4,1,-4,-1,6,4,10
PAD4 inh,2,0,-8,2,-5,-5,-2
LYPLA2 inh,4,1,18,·,-3,-1,5
